# Bioassay records from PubChem BioAssay.
# Bfl-1 inhibitors: displacement of Bid BH3 peptide from Bfl-1 – biochemical, fluorescence polarization, FITC-Bid, mouse, primary screen (AID 432) | FITC-Bid BH3 peptide fluorescence polarization displacement; higher % means a stronger effect | one-dose displacement, % at 20 µM; IC50 in µM for titrated hits | actives 0.02% (n = 64,000); in the data active = a potency from the dose series; inactive = the rest, 99 in 100 with displacement below about 15%; note: strong numbers were not always called active
# KRASV12 cytotoxicity: viability loss of HPDE-C7K cells – cell-based, fluorescence, HTS, primary screen (AID 431). actives 1.7% (n = 63,000). cytotoxicity, % at 10 µM; hits with a dose series show EC50 in µM. HPDE-C7K KRASV12 cells, Alamar Blue viability, 48 h; higher % means a stronger effect;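 active = compounds whose percent cytotoxicity in the single-dose primary screen, scaled between solvent and toxic-drug controls, exceeds 50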;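 note: 0% = DMSO solvent wells and 100% = doxorubicin-treated wells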
# TNAP inhibition: human TNAP enzyme inhibitors, biochemical, luminescent (AID 518) | purified TNAP enzyme, luminescent substrate readout; higher % means a stronger effect | one-dose inhibition, % at 20 µM; IC50 in µM for titrated hits | actives 0.09% (n = 64,000); in the data active = a potency from the dose series; inactive = the rest, 99 in 100 with inhibition below about 22%;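 note: plate controls were vehicle for no effect and reference inhibitor for full effect; many of its hits are not listed in these tables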
# PMK inhibit: inhibitors of Streptococcus pneumoniae phosphomevalonate kinase; AID 539; actives 0.49% (n = 65,000); purified PMK, PK/LDH-coupled NADH absorbance 340 nm; inhibition, % at 10 µM;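 active = top-ranked compounds by inhibition in the single 10 µM screen, taking a fixed number of the strongest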;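 note: 0% = full reaction with DMSO carrier and 100% = background rate without enzyme reaction; no value below 0 was filed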
# MK inhibit: S. pneumoniae mevalonate kinase inhibition. inhibition, % at 10 µM. actives 0.48% (n = 65,000). purified MK, PK/LDH-coupled NADH absorbance 340 nm;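 active = ranked among the strongest by inhibition in the single 10 µM screen, a fixed top-ranked set picked for dose follow-up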; note: no value below 0 was filed
# HT1080 viability: cytotoxicity in HT1080 fibrosarcoma cells, cell-based, fluorescence readout (AID 620). cytotoxicity, % at 10 µM, or EC50 in µM where a hit was titrated. HT1080 viability, fluorescence; higher % means a stronger effect. actives 0.42% (n = 87,000);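 note: cells exposed to compound overnight then 4 h with Alamar Blue; 0% = vehicle DMSO and 100% = killing control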
# HPDE-C7 viability: HPDE-C7 pancreatic duct cell viability loss – fluorescence, HTS (AID 430) | actives 1.8% (n = 63,000) | HPDE-C7 pancreatic duct cells viability, fluorescence; higher % means a stronger effect | cytotoxicity, % at 10 µM; hits with a dose series show EC50 in µM;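 note: cells exposed to compound for 48 hours before viability readout; 0% = vehicle and 100% = reference cytotoxic drug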
# Spn DPM-DC inh: blocks S. pneumoniae diphosphomevalonate decarboxylase. purified DPM-DC, PK/LDH coupled NADH fluorescence. calls only at 10 µM. actives 0.49% (n = 65,000);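 active = the 320 compounds with the highest percent inhibition in the single-dose primary screen, excluding strongly autofluorescent ones, cut at about 32% in these data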;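 note: kinetic rate of NADH fluorescence loss reporting ADP formed by the decarboxylase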
# LYP phosphatase: inhibition of human PTPN22 tyrosine phosphatase – biochemical, DiFMUP fluorescence, recombinant catalytic domain, 10 µM, primary screen (AID 606). recombinant LYP catalytic domain, DiFMUP fluorescence; higher % means a stronger effect. one-dose inhibition, % at 10 µM; IC50 in µM for titrated hits. 52,000 tested, under 10 active;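 active = IC50 under 40 µM in the dose-response test; inactive = IC50 of 40 µM or more, or never dose-tested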
# PMK inhibit pilot replicates: further read-out of PMK inhibit, marked with its call; inhibition, %; measured here: pilot screen replicates
# MK inhibit pilot replicates: recorded beside MK inhibit, whose call it bears; inhibition, %; measured here: pilot screen replicates
# Spn DPM-DC inh pilot screen %: also measured in Spn DPM-DC inh; calls as there; inhibition, %; measured here: pilot screen trials
# * = called active by the depositor; i = inactive; · = no result given; + = active, no number. Cut-off read from the data, not from the text of the source, unless noted: active = cytotoxicity above about 50%; inactive = the rest. No enrichment for hits. About 3.5% of those tested had a hit in this group.
SMILES,Bfl-1 inhibitors,KRASV12 cytotoxicity,TNAP inhibition,PMK inhibit,MK inhibit,HT1080 viability,HPDE-C7 viability,Spn DPM-DC inh,LYP phosphatase,others
COCCOC(=O)C1=C(C)N=C2SCCC(=O)N2C1c1ccc(OC(=O)c2ccco2)cc1 (stereo not drawn),-2%,-2%,10%,0,6,-3%,2%,i,10%,
CCCn1c(C)cc(C(=O)CSc2nnc3n(CCC)c(=O)c4ccccc4n23)c1C,-6%,-5%,9%,18,0,3%,-6%,i,9%,
CCOc1ccccc1NC(=O)CCc1ccc(C)o1,-8%,-7%,7%,4,5,-6%,2%,i,6%,
CCCn1c(N2CCC(Cc3ccccc3)CC2)nc2c1c(=O)[nH]c(=O)n2C,-1%,44%,9%,12,7,23%,29%,i,·,
Cc1ccc(Cn2c(SCCN3CCCCC3)nc3c2c(=O)n(C)c(=O)n3C)cc1,10%,-1%,5%,11,6,-3%,8%,i,2%,
Cc1cc(=O)[nH]c(/N=C(\N)Nc2cccc3ccccc23)n1,-8%,-7%,-6%,19,9,5%,0%,+,12%,
O=C(c1cc2cc(Cl)ccc2oc1=O)N1CCOCC1,-16%,-5%,5%,4,5,5%,-6%,i,-9%,
Brc1cccc(-c2nnc3sc(CNC4CCCC4)cn23)c1,1%,-2%,3%,4,5,-10%,-2%,i,4%,
COc1ccccc1-c1n[nH]c(=S)o1,-4%,-2%,10%,1,7,·,4%,i,9%,
CCOC(=O)c1c(C2COc3ccccc3O2)csc1NC(=O)c1ccco1 (stereo not drawn),-4%,·,14%,4,28,·,·,i,13%,
COC(=O)Nc1ccc(S(=O)(=O)N2c3ccccc3CCC2C)cc1 (stereo not drawn),4%,32%,8%,16,0,3%,38%,i,21%,
Nc1ncn(C(=O)c2ccco2)n1,0%,4%,-8%,9,3,0%,-14%,i,10%,

# The closing 3 compounds of the section above lead into the next.
SMILES,Bfl-1 inhibitors,KRASV12 cytotoxicity,TNAP inhibition,PMK inhibit,MK inhibit,HT1080 viability,HPDE-C7 viability,Spn DPM-DC inh,LYP phosphatase,others
CCOC(=O)c1c(C2COc3ccccc3O2)csc1NC(=O)c1ccco1 (stereo not drawn),-4%,·,14%,4,28,·,·,i,13%,
COC(=O)Nc1ccc(S(=O)(=O)N2c3ccccc3CCC2C)cc1 (stereo not drawn),4%,32%,8%,16,0,3%,38%,i,21%,
Nc1ncn(C(=O)c2ccco2)n1,0%,4%,-8%,9,3,0%,-14%,i,10%,
Cc1cc(C)n(-c2nc3ccccc3nc2N2CCOCC2)n1,3%,6%,9%,11,2,-1%,7%,i,3%,
Cc1c(-c2cccs2)[n+](=O)c2c(n1[O-])CCCC2,-4%,-4%,6%,4,10,3%,-2%,i,14%,
COC(=O)c1ccccc1NC(=O)C(CCS(C)(=O)=O)NC(C)=O (stereo not drawn),2%,-2%,1%,14,0,0%,-6%,i,-31%,
C/C(N)=C(/C#N)C(=O)CSc1nc2cc(Cl)ccc2s1,-12%,12%,-3%,8,7,-5%,2%,i,·,
COCC(=O)N(Cc1cc2ccccc2[nH]c1=O)c1ccccc1OC,-5%,-17%,12%,2,5,-1%,-31%,i,14%,
COc1ccc(C(=O)c2oc3ccc(OC)cc3c2N)cc1,8%,-1%,13%,1,7,-1%,-2%,i,7%,
CC(C)(C)c1nnc2sc(SCCN3C(=O)c4ccccc4C3=O)nn2c1=O,8%,-20%,8%,6,0,-4%,-12%,i,-1%,
CCCCCNC(CC(=O)Nc1ccc(OC)cc1)C(=O)O (stereo not drawn),-4%,2%,12%,14,3,0%,6%,i,·,
CCOC(=O)c1cccnc1SCC(=O)NC(C)CC (stereo not drawn),-5%,-10%,4%,21,4,-11%,-18%,i,6%,PMK inhibit pilot replicates=0.0;MK inhibit pilot replicates=0.0;Spn DPM-DC inh pilot screen %=0.0
Cc1occc1-c1nnc(SCC(=O)NCCc2ccccc2)n1C(C)c1ccccc1 (stereo not drawn),3%,-20%,11%,17,8,-8%,-11%,i,6%,
O=C(NCc1ccccc1)N(Cc1nc2ccccc2c(=O)[nH]1)C1CCCC1,-8%,-11%,9%,5,10,-3%,-16%,·,12%,
CCOC(=O)C1=C(CSc2n[nH]c(N)n2)NC(=O)NC1C (stereo not drawn),-1%,-19%,11%,13,6,9%,-16%,i,·,

# 4 compounds drawn at random from those above, as already listed:
SMILES,Bfl-1 inhibitors,KRASV12 cytotoxicity,TNAP inhibition,PMK inhibit,MK inhibit,HT1080 viability,HPDE-C7 viability,Spn DPM-DC inh,LYP phosphatase,others
CCCCCNC(CC(=O)Nc1ccc(OC)cc1)C(=O)O (stereo not drawn),-4%,2%,12%,14,3,0%,6%,i,·,
Cc1occc1-c1nnc(SCC(=O)NCCc2ccccc2)n1C(C)c1ccccc1 (stereo not drawn),3%,-20%,11%,17,8,-8%,-11%,i,6%,
CCOC(=O)C1=C(CSc2n[nH]c(N)n2)NC(=O)NC1C (stereo not drawn),-1%,-19%,11%,13,6,9%,-16%,i,·,
COc1ccc(C(=O)c2oc3ccc(OC)cc3c2N)cc1,8%,-1%,13%,1,7,-1%,-2%,i,7%,

# (listing goes on)
SMILES,Bfl-1 inhibitors,KRASV12 cytotoxicity,TNAP inhibition,PMK inhibit,MK inhibit,HT1080 viability,HPDE-C7 viability,Spn DPM-DC inh,LYP phosphatase,others
COC(=O)C(O)(CC(=O)Nc1cccc(SC)c1)C(F)(F)F (stereo not drawn),-4%,-2%,11%,6,7,-1%,-1%,i,16%,
O=C(NCC(c1cccnc1)N1CCOCC1)c1ccc2c(c1)OCO2 (stereo not drawn),-4%,1%,7%,0,1,0%,-5%,i,12%,
O=C1CC(c2ccccc2)Cc2nc(NCc3ccco3)ncc21 (stereo not drawn),-6%,-17%,16%,4,2,2%,-17%,i,0%,
O=C1CC(c2ccco2)CC2=C1C1c3ccccc3C(=O)N1c1ccccc1N2 (stereo not drawn),-3%,52%*,5%,9,9,-6%,65%*,i,-5%,
COC(=O)c1cc2oc3ccccc3c2n1Cc1ccccn1,4%,-1%,5%,10,8,-3%,-11%,i,-4%,
COCCOC(=O)C1=C(C)NC(C)=C(C(=O)OC(C)C)C1c1cccc([N+](=O)[O-])c1 (stereo not drawn),0%,32%,11%,11,4,-15%,-9%,i,13%,PMK inhibit pilot replicates=0.0;MK inhibit pilot replicates=0.0;Spn DPM-DC inh pilot screen %=0.0
CCOc1ccccc1-n1c(SCC(=O)N2CCOCC2)nnc1-c1ccccn1,11%,-7%,2%,4,13,33%,5%,i,·,
CCOc1cccc(C2c3c(oc4ccccc4c3=O)C(=O)N2c2ccccn2)c1 (stereo not drawn),5%,-8%,3%,13,8,0%,-19%,i,-2%,
O=C1NC2NC(=O)N(C(Cc3ccccc3)C(=O)O)C2N1 (stereo not drawn),-12%,-24%,11%,4,8,-5%,-32%,i,9%,
CCOC(=O)C(CC)Sc1nc2c(cnn2-c2ccccc2)c(=O)[nH]1 (stereo not drawn),5%,2%,-3%,6,13,0%,11%,i,-3%,
COc1cc(OC)cc(-n2c3nc4ccccc4nc3c3c(=O)n(CC4CCCO4)cnc32)c1 (stereo not drawn),3%,0%,14%,10,11,-8%,-11%,i,6%,
Cn1c(/N=C/c2cccs2)nc2ccccc21,-5%,4%,4%,9,0,0%,-6%,i,·,
CC(=O)Nc1nnc(SCC(=O)NCCOc2ccccc2)s1,-6%,-1%,-6%,4,0,-4%,2%,i,9%,
COc1ccc(C2CC(c3ccccc3)Nc3nc(NC(=O)c4ccco4)nn32)cc1 (stereo not drawn),-9%,-9%,-2%,0,2,11%,-6%,i,-2%,
CSc1nnc(C)c(=O)[nH]1,-11%,-7%,7%,0,2,-9%,-6%,i,0%,
Cc1n[nH]c(C)c1S(=O)(=O)Nc1ccc2c(c1)OCCO2,-5%,4%,12%,15,0,-9%,-16%,i,-28%,PMK inhibit pilot replicates=3.0;MK inhibit pilot replicates=10;Spn DPM-DC inh pilot screen %=4.0
COc1cccc(-n2nnc3c(=O)n(Cc4ccc(Br)cc4)cnc32)c1,-4%,-13%,1%,10,0,-2%,-8%,i,13%,
Cc1ccc2nc(-c3ccc(NC(=O)CN4CCN(C(=O)c5ccco5)CC4)cc3)sc2c1,2%,17%,11%,0,5,-4%,20%,·,-16%,
O=C(O)C1CCN(c2ncccn2)CC1,2%,-6%,1%,6,7,2%,-2%,i,3%,
Cn1nc(C(=O)Nc2ccc(S(=O)(=O)N3CCCC3)cc2)ccc1=O,2%,4%,11%,4,1,1%,2%,i,4%,
Cc1ccc(CNc2ccc3c(c2)OCO3)c(C)c1,25%,65%*,10%,0,0,3%,47%,i,4%,
CCS(=O)(=O)N1CCCC(C(=O)NCC2CCCO2)C1 (stereo not drawn),-2%,-3%,7%,10,8,6%,-2%,i,·,
Cc1cc(C)c2cc(CN(CCO)C(=O)Nc3ccc(F)cc3)c(=O)[nH]c2c1,0%,0%,16%,6,8,10%,0%,i,11%,
Cc1cc(C(C#N)c2ccccc2)n2ncnc2n1 (stereo not drawn),-7%,-1%,7%,9,7,31%,2%,i,9%,
C=CCNC(=O)C1CCN(S(=O)(=O)CC)CC1,0%,-7%,1%,14,6,11%,-5%,i,8%,
C=CCn1c(COc2ccccc2F)nnc1SCC(=O)NC(=O)NCc1ccco1,2%,8%,3%,14,0,29%,6%,i,-12%,
